ARNT TACC3 PPI – disruptors of human ARNT/TACC3 interaction; Q9Y6A5; AlphaScreen His-ARNT PAS-B/GST-TACC3 binding, luminescence; TACC3 fragment carries E629A point mutation; inhibition, % at 9.99 µM; 0.66% of 390,000 active; AID 623870;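 active = mean inhibition of replicates at least 50% and at least half of replicates each reaching 50%; inconclusive = half or more replicates reach 50% but mean below 50%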;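 also: 0% = complete ARNT plus TACC3 wells and 100% = ARNT alone without TACC3; many hits fall short of the cut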
ERp5 inh – blocks human ERp5 reductase activity on insulin; Q15084; ERp5 insulin aggregation, absorbance 650 nm, 90 min; inhibition, % at 9.99 µM; 0.05% of 350,000 active;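 active = mean replicate inhibition above about 25%, with every replicate also reaching it, limit read from the data, passing the limit was not always enough; inconclusive = only one of those two criteria met; inactive = neither criterion met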
Target sequence (Q15084 whole entry, looked up): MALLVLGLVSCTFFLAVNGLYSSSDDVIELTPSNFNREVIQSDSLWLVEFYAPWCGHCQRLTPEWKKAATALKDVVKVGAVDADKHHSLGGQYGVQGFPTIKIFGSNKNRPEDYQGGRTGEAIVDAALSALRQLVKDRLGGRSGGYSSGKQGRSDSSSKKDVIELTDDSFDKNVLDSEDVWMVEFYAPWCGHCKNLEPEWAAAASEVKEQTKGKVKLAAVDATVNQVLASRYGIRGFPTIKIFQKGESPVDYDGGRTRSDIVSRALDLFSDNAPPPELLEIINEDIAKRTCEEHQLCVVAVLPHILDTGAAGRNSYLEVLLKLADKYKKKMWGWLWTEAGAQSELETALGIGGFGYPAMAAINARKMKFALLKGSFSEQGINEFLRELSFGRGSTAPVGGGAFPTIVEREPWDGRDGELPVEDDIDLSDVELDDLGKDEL
RAD52 inh – inhibitors of human RAD52 DNA annealing; recombinant RAD52 DNA annealing, FRET fluorescence; inhibition, % at 18.7 µM; 0.46% of 360,000 active; P43351;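 active = every replicate showing at least 50% inhibition; inconclusive = mean inhibition at least 50% but not in every replicate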
Target sequence (P43351 whole entry, looked up): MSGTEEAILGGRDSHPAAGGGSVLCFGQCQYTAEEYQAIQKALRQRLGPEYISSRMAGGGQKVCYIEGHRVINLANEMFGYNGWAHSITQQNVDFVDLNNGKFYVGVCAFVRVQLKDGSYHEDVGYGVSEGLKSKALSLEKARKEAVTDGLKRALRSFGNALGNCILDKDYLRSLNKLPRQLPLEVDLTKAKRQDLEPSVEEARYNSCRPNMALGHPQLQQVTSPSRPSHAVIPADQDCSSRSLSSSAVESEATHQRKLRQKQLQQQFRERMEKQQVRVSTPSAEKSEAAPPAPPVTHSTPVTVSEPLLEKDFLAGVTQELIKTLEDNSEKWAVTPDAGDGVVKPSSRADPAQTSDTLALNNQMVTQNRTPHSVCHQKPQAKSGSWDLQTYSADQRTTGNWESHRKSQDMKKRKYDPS
Casp6 inh – blocks human caspase-6 cleavage activity; inhibition, % at 12.5 µM; P55212; purified caspase-6, Z-VEID-R110 cleavage fluorescence; 0.53% of 350,000 active;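 active = mean inhibition across replicates at least about 35%, with every replicate also reaching that limit, limit read from the data; inconclusive = only one of the two criteria met; inactive = neither criterion met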;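 also: 0% = median of neutral control wells and 100% = no fluorescence left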
E-selectin induc – E-selectin induction on HUVECs; HUVEC E-selectin immunofluorescence imaging; normalized: neutral wells 0, TNF-alpha wells 100; activation, % at 7.58 µM; P16581; 0.37% of 260,000 active;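 active = mean E-selectin-positive cell signal at least 10% of the positive control, reached in at least 60% of replicates, without over 20% cell loss; inconclusive = no rule given, readout overlaps actives, possibly toxicity-flagged; inactive = the rest, including those meeting only one limit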;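 also: in these data hits start at about 27%; measured in HUVEC primary endothelial cells; signal is the percent of cells scored E-selectin positive by PE staining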
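assay system = HUVEC, human umbilical vein endothelial cells | input = 3,000 HUVEC seeded per well | medium = EGM-2 growth medium on 0.1% gelatin-coated wells | dosing = one compound dose added by pin transfer | signal = immunofluorescence imaging | read-out basis = % PE-positive cells | control set = TNF-alpha, DMSO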
PglD DTNB – inhibitors of Campylobacter jejuni PglD acetyltransferase. purified PglD enzyme, DTNB colorimetric CoA detection. 0.098% of 360,000 active. AID 602405. inhibition, % at 12.5 µM; in the data active = inhibition above about 16%, passing the limit was not always enough; inconclusive = no clear call, values can overlap the other calls; also: strong numbers were not always called active
RAD54 inh – blocks human RAD54 Holliday junction branch migration; Q92698; FAM/BHQ fluorescence; inhibition, % at 10.4 µM; 0.14% of 360,000 active; AID 602329;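 active = mean normalized replicate activity at least 40 and at least half of replicates scoring 40 or more; inconclusive = only one of the two criteria met; inactive = mean below 40 and under half of replicates reaching 40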;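 also: 0% = median of neutral control wells and 100% = median of positive control wells; inhibitors cause a drop in the FAM fluorescence signal; in these data hits start at about 50%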
esBAF inh – blocks esBAF chromatin remodeling in mouse ES cells; reporter increase, % at 12.5 µM; Bmi1-luciferase knock-in reporter, 24 h; 100% = twice the neutral-well signal; 2% of 350,000 active; in the data active = activation above about 40%; inconclusive = no clear call, values can overlap the other calls;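 also: 0% = median of the plate's neutral control wells and 100% = double that signal; a rise in the Bmi1 reporter signal indicates esBAF inhibition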
* hit, by the source's call; ? = inconclusive; / = not tested or not shown; & = joins results of further samples.

The first 15 entries, to show the layout:
SMILES	ARNT TACC3 PPI	ERp5 inh	RAD52 inh	Casp6 inh	E-selectin induc	PglD DTNB	RAD54 inh	esBAF inh
COc1ccc(-c2cc(=O)oc3cc(OC(=O)C4CCCCC4)c(Cl)cc23)cc1	-2	4	-28	-2	?	/	/	/
Cc1ccc(S(=O)(=O)Nc2ccc3c(c2)C(=O)N([C@@H](C)CO)C[C@H](C)[C@@H](CN(C)C(=O)Nc2ccccc2)OCCCC[C@@H](C)O3)cc1	7	7	-54	-1	-0.2	2	-3	3
CN(CC(=O)Nc1ccc(Cl)cc1)CC(=O)Nc1cc(Cl)ccc1C#N	3	5	-24	1	/	3	6	7
CC(=O)Nn1c(-c2ccccc2)cc2ccccc21	1	/	/	/	/	14	-3	-10
C[C@@H]1CN([C@@H](C)CO)C(=O)c2cc(-c3cncnc3)cnc2O[C@@H]1CN(C)C(=O)Nc1ccc2c(c1)OCO2	-2	-1	-1	-1	0.0	0	7	-7
CC(=O)c1ccccc1-c1csc2ncnc(Sc3nnnn3C)c12	-2	0	-18	3	-0.3	3	3	3
O=C(CSc1ccc(-c2ccccn2)nn1)Nc1ccccc1	59*	6	-15	-5	/	-2	-1	/
Cc1cc(C(F)(F)F)n2nc(-c3cnn(C)c3C(F)(F)F)c(Br)c2n1	-1	5	-5	1	4.9	/	/	/
Cn1cccc1C(=O)NC(=O)COC(=O)c1cc([N+](=O)[O-])ccc1Cl	2	-14	-4	2	0.2	/	/	/
CS(=O)(=O)N(CCc1ccccc1)CC(=O)N1CCN(Cc2ccccc2)CC1	-2	/	/	/	/	-1	-3	-4
C[C@H]1CN([C@@H](C)CO)C(=O)Cc2cc(NC(=O)Nc3ccc(F)cc3)ccc2O[C@H]1CN(C)Cc1ccncc1	3	4	4	2	/	2	-8	3
Cn1cc(/C=N/n2cnc3scc(-c4ccccc4)c3c2=O)c2ccccc21	7	/	/	/	0.1	-1	-3	-9
O=C(CSc1nnc(CNC(=O)c2cccc(C(F)(F)F)c2)o1)NC1CCCCC1	-2	-2	-5	-3	-0.2	-3	5	-4
CCOC(=O)C1(Cc2cccc(OC)c2)CCCN(Cc2nccn2CC)C1 (centres undefined)	8	4	2	-1	8.7	/	/	/
CC(=O)Nc1c(O)nc(SCC(=O)Nc2ccc(C(C)=O)cc2)[nH]c1=O	0	-1	-7	19	/	2	-6	76*

The whole of this part, from the start:
SMILES	ARNT TACC3 PPI	ERp5 inh	RAD52 inh	Casp6 inh	E-selectin induc	PglD DTNB	RAD54 inh	esBAF inh
COc1ccc(-c2cc(=O)oc3cc(OC(=O)C4CCCCC4)c(Cl)cc23)cc1	-2	4	-28	-2	?	/	/	/
Cc1ccc(S(=O)(=O)Nc2ccc3c(c2)C(=O)N([C@@H](C)CO)C[C@H](C)[C@@H](CN(C)C(=O)Nc2ccccc2)OCCCC[C@@H](C)O3)cc1	7	7	-54	-1	-0.2	2	-3	3
CN(CC(=O)Nc1ccc(Cl)cc1)CC(=O)Nc1cc(Cl)ccc1C#N	3	5	-24	1	/	3	6	7
CC(=O)Nn1c(-c2ccccc2)cc2ccccc21	1	/	/	/	/	14	-3	-10
C[C@@H]1CN([C@@H](C)CO)C(=O)c2cc(-c3cncnc3)cnc2O[C@@H]1CN(C)C(=O)Nc1ccc2c(c1)OCO2	-2	-1	-1	-1	0.0	0	7	-7
CC(=O)c1ccccc1-c1csc2ncnc(Sc3nnnn3C)c12	-2	0	-18	3	-0.3	3	3	3
O=C(CSc1ccc(-c2ccccn2)nn1)Nc1ccccc1	59*	6	-15	-5	/	-2	-1	/
Cc1cc(C(F)(F)F)n2nc(-c3cnn(C)c3C(F)(F)F)c(Br)c2n1	-1	5	-5	1	4.9	/	/	/
Cn1cccc1C(=O)NC(=O)COC(=O)c1cc([N+](=O)[O-])ccc1Cl	2	-14	-4	2	0.2	/	/	/
CS(=O)(=O)N(CCc1ccccc1)CC(=O)N1CCN(Cc2ccccc2)CC1	-2	/	/	/	/	-1	-3	-4
C[C@H]1CN([C@@H](C)CO)C(=O)Cc2cc(NC(=O)Nc3ccc(F)cc3)ccc2O[C@H]1CN(C)Cc1ccncc1	3	4	4	2	/	2	-8	3
Cn1cc(/C=N/n2cnc3scc(-c4ccccc4)c3c2=O)c2ccccc21	7	/	/	/	0.1	-1	-3	-9
O=C(CSc1nnc(CNC(=O)c2cccc(C(F)(F)F)c2)o1)NC1CCCCC1	-2	-2	-5	-3	-0.2	-3	5	-4
CCOC(=O)C1(Cc2cccc(OC)c2)CCCN(Cc2nccn2CC)C1 (centres undefined)	8	4	2	-1	8.7	/	/	/
CC(=O)Nc1c(O)nc(SCC(=O)Nc2ccc(C(C)=O)cc2)[nH]c1=O	0	-1	-7	19	/	2	-6	76*
C=CCN1C(=O)c2ccc(C(=O)N(CC(C)C)c3c(N)n(CCCC)c(=O)[nH]c3=O)cc2C1=O	0	5	-9	1	/	-1	-6	-9
COc1ccc2c3c(n(C)c2c1)[C@@H](CO)N(C(=O)C1CC1)CC31CCN(Cc2cccc(F)c2)CC1	/	0	20	0	-0.3	/	/	/
O=C(CNC(=O)c1ccccc1F)NCc1ccccn1	24	-15	-9	-3	/	4	2	0
CCCc1nc2c3ccccc3ccn2c1Cc1ccccc1	/	3	-88	-2	/	4	-6	52*
CCC(C)Sc1ccc([C@H]2N[C@@](C)(C(=O)OC)[C@H]3C(=O)N(C)C(=O)[C@@H]23)cc1OC (some centres undefined)	-1	-1	-26	0	0.0	-1	12	7
C/C(=N/NC(=O)CN(c1ccccc1)S(=O)(=O)c1ccccc1)c1ccccc1O	-1	4	-4	-1	/	-1	9	1
COc1ccc(-n2c(C)cc(/C=C3\SC(=O)NC3=O)c2C)cc1	2	2	-19	-1	-0.1	-4	2	?
C[C@@H]1CCCCO[C@@H](CN(C)S(=O)(=O)c2cccs2)[C@H](C)CN([C@H](C)CO)C(=O)c2cc(NS(=O)(=O)c3ccccc3)ccc2O1	-3	-3	-48	0	-0.2	-3	-9	2
COc1cccc(N2CN(CCc3ccccc3)CNC2=S)c1	/	5	-13	-1	2.7	1	1	/
COc1ccc(-n2c(Cn3c(=O)sc4ccccc43)nnc2SC)cc1	-6	-5	-3	-1	-0.1	4	-7	-10
C=CCOc1ccc(C2=NOC(C(=O)Nc3ccc4c(c3)OCCO4)C2)cc1 (centres undefined)	-3	1	0	1	0.0	/	/	-2
C#CCNC(=O)C1=C[C@H](C)[C@@H](CCCO)[C@H](OCC)O1	-4&-3	0&-3	-13&-16	3&1	0.0	1&-5	4&1	1
CCCC#Cc1ccc([C@H]2[C@@H](CO)N3CCCCN(C(=O)NC4CCCC4)C[C@@H]23)cc1	-7	/	/	/	-0.5	5	-4	-4
S=c1[nH]nc(C2CCCCC2)n1/N=C/c1ccccn1	-8	4	-6	-1	-0.2	-1	0	/
C=CCn1c(N)cc(=O)nc1SCC(=O)Nc1ccc(C)cc1	-14	5	-38	-3	-0.2	2	-2	-11
COc1cc(C2C(C(=O)OC(C)C)=C(C)Nc3ncnn32)cc(OC)c1OC (centres undefined)	-3	4	-8	0	1.1	0	3	-6
C=CCNC(=O)c1ccc2c(=O)n(CCCN3CCCC3=O)c(=S)[nH]c2c1	0	-1	7	2	1.5	/	/	-3
CC(C)=C1C2CCC1C(C(=O)Nc1cc(C)cc(C)c1)C2C(=O)O (centres undefined)	-4	3	-10	1	/	/	/	0
COc1ccc(-c2nnc(SCC(=O)Nc3ccc(C(=O)O)cc3)n2-c2ccc(Cl)cc2)cc1	-4	1	-16	20	/	4	-9	1
COC(=O)c1c(NC(=O)c2cccnc2Cl)sc(C(=O)N(C)C)c1C	-4	/	/	/	/	5	-16	-10
CCCC(=O)Nc1cc(S(=O)(=O)N(CC)CC)ccc1Cl	-7	-11	-15	2	-0.4	/	/	/
Cc1ccc(CCNc2ncnc(Cl)c2N)cc1	1	1	0	0	0.0	2	-7	-33
Cc1cc(C)c(S(=O)(=O)N2CCCCC2)cc1N(C)S(=O)(=O)c1ccc(Cl)cc1	-1	/	/	/	-1.5	-1	-3	-2
CCCNC(=O)N[C@H]1CC[C@H](CCn2cc(-c3cccc(F)c3)nn2)O[C@H]1CO	-2	4	6	10	0.1	6	-15	2
CC(=O)/C=C1\SC(CC(=O)O)C(=O)N1c1ccccc1 (centres undefined)	-14	/	/	/	/	9	0	-4
CC(=O)C(Sc1nc(N(C)C)nc(N(C)C)n1)C(=O)Nc1ccccc1 (centres undefined)	-9	0	-17	0	4.6	-7	10	2
COCCn1c(SCC(=O)Nc2ccc3c(c2)OCCO3)nnc1-c1ccncc1	3	-7	-6	-1	5.1	-5	-11	4
C[C@@H]1CN([C@H](C)CO)C(=O)c2cc(NC(=O)Cc3ccccc3)ccc2O[C@@H](C)CCCCO[C@@H]1CN(C)Cc1ccc(C(=O)O)cc1	-11	2	11	1	0.2	1	-1	0
COCC(=O)Nc1ccc2c(c1)C(=O)N(C)[C@@H]1CC[C@H](CC(=O)Nc3cn(C)nc3C)O[C@H]1CO2	-2	/	/	/	0.1	8	-5	0
CC(C)C(NC(=O)c1ccc(C(C)(C)C)cc1)C(=O)NCC1(N(C)C)CCCCC1 (centres undefined)	1	1	-5	-5	0.9	1	3	-1
COc1ccc(S(=O)(=O)N2CCCCCC2)cc1C(=O)N1CCCCC1	-1	3	-7	-3	-0.2	7	32	/
CON1C(=O)C(=O)N(OC)C(C)(C)C1C (centres undefined)	0	/	/	/	/	4	9	-1
O=C(CN1CCOCC1)Nc1ccccc1C(=O)Nc1ccccc1	19	2	-9	4	0.2	-3	-8	3
COCCCNC(=O)c1cccc2c(-c3ccc(O)c(OC)c3)coc12	/	-8	-6	-3	0.1	4	4	12
COc1cccc(NC(=O)COC(=O)c2cc(=O)c3ccccc3o2)c1	/	-2	3	5	/	2	-1	2
O=C(C[C@H]1CC[C@H]2[C@@H](COC[C@H](O)CN2C(=O)c2ccccc2F)O1)NCc1ccc(-c2ccccc2)cc1	2	-2	3	3	0.2	0	-4	3
CCCC(=O)Nc1cc(C(=O)N(C)CC(OC)OC)ccc1S(=O)(=O)c1ccc(C)cc1	-7	1	-5	-2	0.1	7	2	12
COc1cc(CN(C(=O)c2cc3ccccc3oc2=O)C2CCS(=O)(=O)C2)cc(OC)c1OC (centres undefined)	4	-2	-1	-8	/	-4	-9	33
C=C[C@]1(C)C[C@H]1[C@H](NP(=O)(c1ccccc1)c1ccccc1)c1ccccc1	28	18	-2	-2	-0.1	3	-7	-7
Cc1cc2nc(-c3ccccc3)c(CC3CCCCC3)n2c(C)c1Br	/	-3	-11	0	0.4	/	/	/
CN1C(=O)/C(=N\OC(=O)c2ccccc2Cl)c2ccccc21	-1	0	-4	3	/	/	/	/
CCn1c(=O)c(=O)[nH]c2cc(C(=O)NC3CCCc4ccccc43)ccc21 (centres undefined)	15	12	-5	2	/	-3	-3	-2
Cc1noc(C)c1S(=O)(=O)N(C)C[C@H]1Oc2ccc(NC(=O)CCCN(C)C)cc2CC(=O)N([C@H](C)CO)C[C@@H]1C	1	-6	-5	-22	-2.0	1	3	2
Cc1nn(CCCC(=O)Nc2ccc(Br)cc2F)c(C)c1[N+](=O)[O-]	18	4	-2	2	1.7	/	/	/

Source: PubChem BioAssay
